Screening results (PubChem)
Hsp70 act = transcriptional activators of Hsp70. HeLa Hsp70 promoter luciferase reporter, luminescence; scaled: vehicle 0, proteasome-inhibitor control 100%. activation, % at 10 µM. hit rate 0.04% among 200,000. AID 1203;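 active = activation above the mean across all tested compounds plus 3 SD, cutoff set per campaign, cut at about 5.5% in these data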;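 also: 100% = MG132 at 30 µM as the positive control and 0% = DMSO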
STAT3 activator = STAT3 signaling activation. activation (% of control), % at 5.6 µM. hit rate 0.91% among 190,000. U3A cells, IL-6 STAT3-luciferase reporter, luminescence; 100% = signal with IL-6 EC80 alone. AID 871;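 active = activation above the screen-wide mean of compound activation plus 3 SD, cut at about 130% in these data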;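 also: 0% = background luminescence of wells with medium and substrate only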
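Material: human STAT1-deficient U3A cells with stable STAT3-luciferase reporter / Probe or stimulus: IL-6 stimulus at 33 ng/mL final / Schedule: 1 h compound pre-exposure, 6 h IL-6 stimulation, 37 °C / Technique: luminescence / Read-out basis: percent of IL-6-only median luminescence / Control set: IL-6-only high control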
Diaphorase inh = inhibits diaphorase or chemically oxidizes, flagging diaphorase assay artifacts; diaphorase resazurin-to-resorufin fluorescence, NADH, 16 min; bacterial (C. kluyveri) enzyme, not human; AID 1217; inhibition, % at 20 µM; hit rate 0.69% among 190,000;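 active = primary screen inhibition at 20 µM above a set limit, cut at about 50% in these data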;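 also: plate controls were DMSO with full reaction for no effect and wells lacking NADH for full effect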
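System: Bacterial diaphorase enzyme (C. kluyveri) | Incubation: 16-min room-temperature incubation before reading | Benchmarks: No-NADH positive control and DMSO neutral control | Measured by: Resorufin fluorescence 544/590 nm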
STAT1 act = STAT1 signaling activation; activation (% of control), % at 5.5 µM; hit rate 2.6% among 200,000; NIH 3T3 STAT1-luciferase reporter, IFN-gamma, luminescence; 100% = IFN-gamma alone, no compound;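 active = activation above the screen-wide mean activation plus 3 SD, cut at about 130% in these data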;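 also: raw ratio to IFN-gamma control signal so 100% means no change and 0% no light; values of inactives mirror those of a sister screen read the other way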
APP 5UTR inh = APP translation inhibition; SH-SY5Y APP 5'UTR-luciferase reporter, luminescence; inhibition, % at 2 µM; hit rate 0.82% among 190,000;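 active = inhibition above a set limit, derived from the sample mean plus 3 SD, cut at about 45% in these data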; also: values of inactives mirror those of a sister screen read the other way
STAT1 blocker = inhibitors of IFN-gamma induced STAT1 signaling. NIH 3T3 STAT1-luciferase reporter, luminescence. inhibition, % at 5.5 µM. hit rate 0.35% among 200,000;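 active = inhibition above a set limit, the mean inhibition across all tested compounds plus 3 SD, cut at about 34% in these data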;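 also: 0% = IFN-gamma with DMSO and 100% = IFN-gamma with 300 µM nifuroxazide; values of inactives mirror those of a sister screen read the other way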
STAT3 blocker = inhibitors of IL-6 induced STAT3 signaling; U3A cells, IL-6 STAT3-luciferase reporter, luminescence; host cell line lacks STAT1; inhibition, % at 5.5 µM; hit rate 0.89% among 190,000; AID 862;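 active = inhibition above the mean inhibition across all screened compounds plus 3 SD, cut at about 44% in these data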;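 also: 0% = DMSO only wells and 100% = 100 µM nifuroxazide control wells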
TLR4-MyD88 BLA = inhibitors of human TLR4-MyD88 binding. HeLa CL3-4 TLR4/MyD88 BLA complementation, FRET ratio. O00206+Q99836. inhibition, % at 8.4 µM. hit rate 0.18% among 200,000; in the data active = inhibition above about 25%;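 also: 0% = vehicle and 100% = reference inhibitor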
Diaphorase act = counter-screen for diaphorase-based assays: diaphorase activators and chemical reducers; Diaphorase/resazurin coupled assay, resorufin fluorescence, 16 min; active compounds read high; 1 = vehicle wells, 0 = NADH-free wells; activation factor at 20 µM; hit rate 0.005% among 190,000;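 active = diaphorase activity raised at least twofold by the compound at 20 µM; inactive = activation factor below 2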
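Measured by – red resorufin fluorescence at 544/590 nm excitation/emission · Test system – Clostridium kluyveri diaphorase, purified enzyme · Incubation – reaction time 16 min, room temperature · Buffer or medium – 50 mM HEPES pH 7.4 with 4.542 mM MgCl2, 0.005% Tween 20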
G6PDH counter = inhibits Leuconostoc G6PDH, flagging false hits in G6PDH-based assays; hit rate 0.12% among 200,000; inhibition, % at 5 µM; Purified L. mesenteroides G6PDH, diaphorase/resazurin coupled fluorescence, 45 min; in the data active = inhibition above about 50%
Active calls of the source: *; nt = not tested or not shown.

SMILES	Hsp70 act	STAT3 activator	Diaphorase inh	STAT1 act	APP 5UTR inh	STAT1 blocker	STAT3 blocker	TLR4-MyD88 BLA	Diaphorase act	G6PDH counter
COc1cccc(CNC(=O)CCC2CCCN(C(=O)c3ccc(C)nc3)C2)c1 (centres undefined)	-0.3	94	9	106	-3	-8	11	-2	0.9	7
COc1ccc(-c2nnc(SCC(=O)N3CCOCC3)o2)cc1	-0.2	116	21	124	-56	-26	-14	-4	0.8	5
CC1(C)CC(NC(=O)CC(c2ccccc2)c2ccccc2)CC(C)(C)N1	-0.3	101	2	98	-11	2	0	8	1	25
OC(COc1ccccc1Cl)CN1CCN(CC(O)COc2ccccc2Cl)CC1 (centres undefined)	-0.2	98	-7	97	-3	3	6	3	1.1	-3
Cc1ccc(OCCNC(=O)c2cc(=O)[nH]c3ccccc23)cc1	-0.1	98	14	104	4	-6	5	-10	0.9	-2
O=[N+]([O-])c1cccc(/C=N\N2CCN(c3ccc(Cl)cc3)CC2)c1	-0.1	84	-5	105	nt	-6	25	-3	1	2
COCCN1C(=O)c2oc3c(C)cc(C)cc3c(=O)c2C1c1cccc(O)c1 (centres undefined)	0.2	103	10	101	6	-1	3	-7	0.9	22
CC1(C)Cc2nc3nc(SCC(=O)NCCc4ccccc4)n(-c4ccccc4)c(=O)c3cc2CO1	0.0	103	3	106	7	-6	1	-10	1	2
CC(C)N(CCCNC(=O)C1CCN(S(=O)(=O)N2CCOCC2)CC1)Cc1ccccc1	-0.1	98	2	93	1	8	7	0	1	-3
Cc1nc(N2CCOCC2)c2c(C)c(C(=O)Nc3ccccc3Cl)sc2n1	0.1	97	12	104	2	-5	6	-3	0.9	4
O=C(CSc1nccn1-c1ccccc1)N1CCc2ccccc21	-0.1	96	12	103	-2	-11	4	-1	0.9	18
COc1ccc(C(=O)Nc2nc3ccc4nc(C)sc4c3s2)cc1	0.3	76	10	102	3	-2	36	5	0.9	-25
COC(=O)C1=C(C)N(C(C)C)C(=O)C1(NC(=O)C1CCCCC1)C(F)(F)F (centres undefined)	-0.1	103	-8	93	8	2	-4	6	1.1	6
CCN(CC)C(=O)COc1ccc2oc(-c3ccco3)cc(=O)c2c1	0.1	95	31	118	-21	-21	17	-11	0.7	11
COc1ccc(NC(=S)N(CCCN2CCCC2)Cc2ccco2)cc1	-0.1	89	7	99	-29	-1	20	-16	0.9	0

Part of the list above, reformatted.
Compound,Hsp70 act,STAT3 activator,Diaphorase inh,STAT1 act,APP 5UTR inh,STAT1 blocker,STAT3 blocker,TLR4-MyD88 BLA,Diaphorase act,G6PDH counter
Cc1nc(N2CCOCC2)c2c(C)c(C(=O)Nc3ccccc3Cl)sc2n1,0.1,97,12,104,2,-5,6,-3,0.9,4
O=C(CSc1nccn1-c1ccccc1)N1CCc2ccccc21,-0.1,96,12,103,-2,-11,4,-1,0.9,18
COc1ccc(C(=O)Nc2nc3ccc4nc(C)sc4c3s2)cc1,0.3,76,10,102,3,-2,36,5,0.9,-25

(list continues)
SMILES	Hsp70 act	STAT3 activator	Diaphorase inh	STAT1 act	APP 5UTR inh	STAT1 blocker	STAT3 blocker	TLR4-MyD88 BLA	Diaphorase act	G6PDH counter
CC(=NCc1ccco1)C1=C(O)c2ccccc2C1=O	0.7	91	25	105	-32	-5	19	-6	0.7	-1
O=c1c2[nH]c3ccc(F)cc3c2ncn1C1CCCCC1	-0.2	96	14	111	2	-12	13	-5	0.9	0
Brc1ccccc1C1CC(c2ccccc2)=Nc2ccccc2N1 (centres undefined)	-0.1	123	21	135*	-149	-39	-26	1	0.8	7
COc1ccc(Cn2c(=S)[nH]c3cc(OC)c(OC)cc3c2=O)cc1	-0.1	100	-2	97	-13	3	2	-10	1	4
NC(=O)CSc1nnc2ccc(-c3ccc(F)cc3)nn12	-0.1	101	5	96	8	3	6	-4	0.9	9
Cn1c(=O)c2cc(S(=O)(=O)N3CCOCC3)ccc2n(C)c1=O	-0.2	105	6	96	-22	1	-2	6	0.9	4
COc1ccc(NC(=O)OCCn2c([N+](=O)[O-])cnc2C)cc1	0.2	100	16	101	1	-1	-1	5	0.8	-2
CC(NC(=O)CN(C)S(=O)(=O)c1cnc[nH]1)c1ccccc1 (centres undefined)	0.0	95	1	106	-14	-8	10	1	1	5
CN(C)C(C)(C)C#CC(O)(c1ccccc1)c1ccccc1	0.0	108	8	105	-7	-7	-6	-4	0.9	4
Fc1ccccc1C1c2[nH]c3ccccc3c2CCN1Cc1ccoc1 (centres undefined)	-0.1	129	nt	99	-6	-1	-31	-3	nt	10
O=P(O)(O)c1ccccc1OCCOCCOc1ccccc1P(=O)(O)O	0.0	95	1	96	-18	5	10	1	1	-1
O=C(NC1CCCc2ccccc21)C1CCN(S(=O)(=O)N2CCCCCC2)CC1 (centres undefined)	0.1	101	19	101	-2	-1	4	3	0.8	-1
C=CCc1ccc(O)c(-c2cc(CC=C)ccc2O)c1	0.1	nt	25	99	6	-1	nt	2	0.7	4
O=C1NCCN1c1ccc(CN2CCN(C3CCCCC3)C(CCO)C2)cc1 (centres undefined)	1.4	115	6	109	7	-11	-4	4	0.9	12
CC1=CC(C)(C)N(C(=O)CSc2ncn[nH]2)c2ccc(C)cc21	-0.1	97	8	96	8	5	8	2	0.9	3
CSc1nc2ccccc2cc1/C=C(\C#N)c1cccc(C)c1	-0.3	92	6	101	-6	-1	12	1	0.9	1
CCN1CCN(C(=O)CN(c2ccc(C)cc2)S(C)(=O)=O)CC1	-0.4	93	5	103	13	-5	8	5	0.9	2
CN(c1ccccc1)S(=O)(=O)c1ccc(NC(=S)NC(=O)c2ccccc2)cc1	-0.4	87	7	104	-17	-4	22	1	0.9	-1
Cc1ccc(CNC(=O)c2ccc(C#CC(C)(C)O)s2)cc1	0.1	104	7	95	11	5	-4	-24	0.9	-1
CC1CN(C(=O)c2ccccc2Nc2ccc(SC(F)F)cc2)CC(C)O1 (centres undefined)	0.0	109	10	105	-7	-5	-8	-6	0.9	5
CCOC(=O)c1ccc(CNCc2ccc(Br)cc2)cc1	-0.2	96	7	96	4	4	6	-1	0.9	6
Cc1nc([N+](=O)[O-])c(Br)n1CC(=O)c1ccccc1	-0.2	99	-5	85	-21	16	8	1	1.1	5
CS(=O)(=O)Nc1cccc2[nH]ncc12	0.1	88	8	98	14	0	19	-10	0.9	12
Cc1ccc(OCCn2cc(C#N)c3ccccc32)cc1	0.3	91	27	93	9	8	13	-4	0.7	0
CCOC(=O)CNC(=O)c1sc(NC(=O)c2ccccc2F)nc1C	-0.3	102	7	129*	-91	-31	0	0	0.9	8
CCOc1nc(NCCO)nc(Nc2ccc([N+](=O)[O-])cc2)n1	-0.4	90	10	99	-3	1	14	-3	0.9	-8
Cc1[nH]c2ccccc2c1C1(O)C(=O)N(Cc2ccc3c(c2)OCO3)c2ccccc21 (centres undefined)	-0.2	137*	31	87	-15	14	-41	1	0.7	5
Cc1nn(-c2ccccc2)c(N2CCCC2)c1/C=N/NC(=O)c1cc(-c2cccs2)nc2ccccc12	0.1	110	18	88	-14	13	-17	5	0.8	-12
CCOc1ccc(NC(N)=O)cc1OCC	-0.5	104	-1	100	-15	-1	-5	-9	1	12
COc1ccc(S(=O)(=O)N2CCSC2c2ccc(OC)c(OC)c2)cc1 (centres undefined)	-0.2	103	-10	101	-1	-2	2	0	1.1	-1
O=C(NC1CC2CCCC(C1)N2Cc1cccs1)N1CCOCC1 (centres undefined)	-0.5	103	19	102	3	-3	0	2	0.8	-1
CCOc1ccccc1NC(=O)C12CC3CC(C1)CC(c1ccc(C)cc1)(C3)C2	-0.1	98	10	100	7	0	9	2	0.9	5
O=C(O)c1ccccc1SCc1nc2ccccn2c1Br	-0.4	99	12	96	-13	2	6	7	0.9	6
Cc1cc(C)cc(NC(=O)C2CCN(c3nccs3)CC2)c1	-0.4	94	7	108	-20	-9	11	-4	0.9	-5
N#C/C(=C/c1cn(CC(=O)O)c2ccccc12)C(=O)Nc1ccccc1	-0.3	90	-7	104	-23	-4	13	-2	1.1	14
Cc1cc2c3c(c1)C1(C(=O)N3C(C)(C)CC2C)C(C#N)=C(N)Oc2cc(O)ccc21 (centres undefined)	0.1	106	33	100	-5	0	-5	6	0.7	-12
O=C(NCCC1=CCCCC1)c1ccc(Cl)c(S(=O)(=O)N2CCOCC2)c1	0.4	81	7	87	-17	14	25	-6	0.9	-11
CCc1cc(=O)oc2cc(C)c(CN3CCCC3)c(O)c12	-0.2	100	27	102	6	-3	2	-12	0.7	9
Cc1ccsc1C(=O)OCC(=O)N1CC(=O)Nc2ccccc21	-0.3	100	1	100	-3	0	8	2	1	4
CCn1c(C)[n+](CC(O)COCC2CC=CCC2)c2ccccc21 (centres undefined)	-0.3	103	-5	100	4	0	2	11	1.1	1
COc1cc(/C=C2/C(=O)c3cccc([N+](=O)[O-])c3C2=O)c(Br)cc1O	-0.3	108	50*	100	7	0	-6	8	0.5	-3
COc1ccccc1NC(=S)NCc1ccc2c(c1)cc(C)n2C	0.1	97	23	96	-38	4	10	9	0.8	2
CC(CC(=O)Nc1ccc(F)c([N+](=O)[O-])c1)c1ccccc1 (centres undefined)	0.1	111	3	97	-1	4	-13	-11	1	10
CCCN(CC(=O)Nc1ccccc1C)C(=O)CCl	-0.2	70	-13	80	-2	21	40	16	1.1	5
CN1CCc2c(sc3c2c(=O)n(-c2ccccc2)c2nnc(SCc4ccc(Cl)cc4)n32)C1	-0.3	86	-13	96	18	5	25	3	1.1	8
CCCOc1ccc(N2C(=O)CC(N(CCc3ccc(S(N)(=O)=O)cc3)C(C)=O)C2=O)cc1 (centres undefined)	0.0	103	4	98	-5	2	1	0	1	-1
COc1ccc(OCC(=O)NNc2c3ccccc3nc3ccccc23)cc1	-0.1	95	24	100	9	0	12	6	0.8	-30

Reformatted: results already given
| Structure | Hsp70 act | STAT3 activator | Diaphorase inh | STAT1 act | APP 5UTR inh | STAT1 blocker | STAT3 blocker | TLR4-MyD88 BLA | Diaphorase act | G6PDH counter |
| --- | --- | --- | --- | --- | --- | --- | --- | --- | --- | --- |
| O=C(O)c1ccccc1SCc1nc2ccccn2c1Br | -0.4 | 99 | 12 | 96 | -13 | 2 | 6 | 7 | 0.9 | 6 |
| Cc1cc(C)cc(NC(=O)C2CCN(c3nccs3)CC2)c1 | -0.4 | 94 | 7 | 108 | -20 | -9 | 11 | -4 | 0.9 | -5 |
| N#C/C(=C/c1cn(CC(=O)O)c2ccccc12)C(=O)Nc1ccccc1 | -0.3 | 90 | -7 | 104 | -23 | -4 | 13 | -2 | 1.1 | 14 |
| Cc1cc2c3c(c1)C1(C(=O)N3C(C)(C)CC2C)C(C#N)=C(N)Oc2cc(O)ccc21 (centres undefined) | 0.1 | 106 | 33 | 100 | -5 | 0 | -5 | 6 | 0.7 | -12 |
| O=C(NCCC1=CCCCC1)c1ccc(Cl)c(S(=O)(=O)N2CCOCC2)c1 | 0.4 | 81 | 7 | 87 | -17 | 14 | 25 | -6 | 0.9 | -11 |
